GLA spleen mod – alpha-galactosidase A (human) modulation | P06280 | human spleen homogenate, 4MU-alpha-Gal fluorescence, 40 min | Potency, µM (highest dose often 80 µM), for the others: at the top dose activity change, negative = inhibition, actives largely listed as inhibitors | hit rate 0.008% among 240,000 | AID 2107;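 note: 0% = enzyme with vehicle and -100% = no enzyme basal signal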
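Spleen homogenate 1 ug + cpd (titration) + 4-MU-alpha-D-galactopyranoside 1 mM; 37C 40 min; 50 mM citrate/phosphate pH 5.0, 0.01% Tween-20; stop pH 10; fluorescence 365/440; AC50 via Hill.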
ALDH1A1 block – inhibitors of human aldehyde dehydrogenase 1A1; Potency, µM (titrated, usually from 75.3 µM), for the others: at the top dose activity, negative = inhibition, usual class: inhibitors; hit rate 7.3% among 220,000; Purified ALDH1A1, NADH fluorescence, propionaldehyde substrate; AID 1030; active = well fitted inhibition curve with a large enough effect, not every such curve was filed as active; inconclusive = small, poorly fitted or top-dose-only effect, or another doubt; inactive = no such curve, though single readings can be large or run the other way;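 note: plate controls were no enzyme wells and a reference inhibitor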
Target sequence (P00352 whole entry, looked up): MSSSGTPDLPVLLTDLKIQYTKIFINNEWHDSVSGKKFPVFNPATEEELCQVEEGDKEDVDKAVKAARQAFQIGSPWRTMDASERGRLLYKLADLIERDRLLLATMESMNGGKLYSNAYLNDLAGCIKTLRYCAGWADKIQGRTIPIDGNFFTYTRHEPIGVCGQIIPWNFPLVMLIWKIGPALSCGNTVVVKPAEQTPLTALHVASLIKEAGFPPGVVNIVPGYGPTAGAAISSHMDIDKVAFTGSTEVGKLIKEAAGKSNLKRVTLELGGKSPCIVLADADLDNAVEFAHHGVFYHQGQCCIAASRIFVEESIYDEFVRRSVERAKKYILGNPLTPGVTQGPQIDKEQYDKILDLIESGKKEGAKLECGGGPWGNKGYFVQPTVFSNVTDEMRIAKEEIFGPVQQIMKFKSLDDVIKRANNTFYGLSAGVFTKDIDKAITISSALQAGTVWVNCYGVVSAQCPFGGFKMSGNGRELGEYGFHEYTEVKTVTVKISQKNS
TexasRed fluor – counter-screen for TRb-SRC2 inhibitors: fluorescence interference; Potency, µM (top dose mostly 106 µM), without a hit: at the top dose fluorescence change, negative = quenching; hit rate 0.29% among 280,000; TRb/SRC2 Texas Red total fluorescence interference; AID 1479; active = well fitted curve in either direction with a large enough effect; inconclusive = small, poorly fitted or top-dose-only effect
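Flags fluorescent or light-absorbing compounds by total fluorescence, S + 2P, at 555 nm excitation and 632 nm emission. Mixture: 20 nM Texas Red SRC2 peptide, 0.6 uM human TRb LBD, 1 uM T3, 5% DMSO; compound exposure 5 h at ambient temperature.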
Tau ThT inhib – tau fibrillization inhibition (ThT binding) | hit rate 2.1% among 270,000 | recombinant tau K18 P301L, heparin-induced fibrillization, ThT fluorescence | Potency, µM (top dose mostly 57.4 µM), for the others: at the highest dose activity, negative = inhibition, usual class: inhibitors | AID 1460 | P10636; note: nearly all actives have a fitted effect of over 55% in size
Target sequence (P10636 561-689 P618L limits assumed): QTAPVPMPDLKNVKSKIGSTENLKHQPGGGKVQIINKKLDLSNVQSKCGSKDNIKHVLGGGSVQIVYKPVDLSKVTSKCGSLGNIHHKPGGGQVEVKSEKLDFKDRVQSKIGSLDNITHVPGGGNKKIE
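Heparin-induced (20 uM) aggregation of recombinant human K18 P301L tau, 15 uM unlabeled with 0.24 uM labeled, pH 7 acetate buffer, 6 hr at 37 C with compound. Fibrils quantified by 30 uM ThT fluorescence after 1 hr ambient incubation.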
L3MBTL1 block – inhibitors of human L3MBTL1; Q9Y468; AlphaScreen L3MBTL1–H3K9me1 peptide binding; Potency, µM (highest dose often 57.1 µM), without a hit: at the top dose activity, negative = inhibition, most hits filed as inhibitors; hit rate 0.66% among 230,000; AID 485360; note: nearly all actives have a fitted effect of over 60% in size
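L3MBTL1 (50 nM) pre-complexed 30 min with biotinylated H3(1-15)K9me1 peptide (75 nM), then compounds added for 30 min at room temperature; AlphaScreen streptavidin donor/nickel chelate acceptor beads (10 ug/mL final) read after 30 min dark incubation.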
TRb-SRC2 inh – TRbeta-SRC2 interaction inhibition. TRbeta-SRC2 peptide binding, fluorescence polarization; receptor liganded with 1 µM T3. Potency, µM (doses to about 106 µM), inactives show at the top dose activity change, negative = inhibition, usual class: inhibitors. P10828. hit rate 0.065% among 280,000;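 note: plate controls were bound peptide for no effect and peptide without receptor for full effect; nearly all actives have a fitted effect of over 50% in size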
Target sequence (P10828 whole entry, looked up): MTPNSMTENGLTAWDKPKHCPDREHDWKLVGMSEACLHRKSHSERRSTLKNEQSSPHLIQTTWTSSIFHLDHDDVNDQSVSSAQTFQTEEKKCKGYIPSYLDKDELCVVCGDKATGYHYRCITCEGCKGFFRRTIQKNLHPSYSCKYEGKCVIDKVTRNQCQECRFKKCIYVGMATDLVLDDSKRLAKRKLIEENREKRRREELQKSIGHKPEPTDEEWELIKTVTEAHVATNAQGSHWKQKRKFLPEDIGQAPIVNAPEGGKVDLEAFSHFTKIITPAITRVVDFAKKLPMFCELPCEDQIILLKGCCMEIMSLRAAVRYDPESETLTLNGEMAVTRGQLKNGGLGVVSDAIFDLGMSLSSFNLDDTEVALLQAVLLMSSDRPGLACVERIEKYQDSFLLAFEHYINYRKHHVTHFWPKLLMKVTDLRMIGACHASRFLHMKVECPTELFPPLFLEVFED
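Decrease in fluorescence polarization of 20 nM Texas Red SRC2 coactivator peptide flagged inhibition of its binding to 0.6 uM TRb LBD; 1 uM T3 included, incubation 5 hr, ex 555/em 632 nm.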
Tau FP inhib – blocks human tau fibril formation measured by polarization. P10636. K18 P301L tau heparin fibrillization, Alexa594 FP, 6 h. Potency, µM (titrated, usually from 57.7 µM), for the others: at the highest dose activity, negative = inhibition, hits mostly inhibitors. hit rate 0.39% among 280,000. AID 1468; note: nearly all actives have a fitted effect of over 55% in size
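FP of Alexa 594-tau after heparin (20 uM) induction. Substrate: human K18 P301L, 15 uM unlabeled, 0.24 uM labeled. Buffer 100 mM sodium acetate pH 7. 6 hr, 37 C.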
Tau fluor counter – counter-screen for tau fibril formation inhibitors; hit rate 0.93% among 280,000; tau K18 P301L Alexa594 fluorescence, heparin fibrillization; Potency, µM (highest dose often 57.7 µM), without a hit: at the top dose activity change, negative = decrease; note: nearly all actives have a fitted effect of over 55% in size
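Human tau K18 P301L (15 uM unlabeled, 0.24 uM Alexa 594-labeled) in 100 mM sodium acetate pH 7 with 20 uM heparin, 6 hr at 37 C. ThT 30 uM added, 1 hr ambient; Alexa 594 FP and total fluorescence read at 555/632 nm.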
Starred values were filed as active, the others as inactive; ? = inconclusive; / = no result given; [ ] = dose if it differs, or a comment. Unless noted, calls come from the whole dose curve; as a rule, active = well fitted curve in the direction sought with a large enough effect; inconclusive = small, poorly fitted or top-dose-only effect, or another doubt; inactive = no such curve, though single readings can be large; an effect the other way counts as inactive or inconclusive. Unless noted, % is set by controls: 0 for no effect and ±100 for the full control effect; potency is the fitted concentration of half-maximal effect.

A first look, three compounds:
Values run as follows: Tau ThT inhib | GLA spleen mod | Tau FP inhib | Tau fluor counter | L3MBTL1 block | TexasRed fluor | TRb-SRC2 inh | ALDH1A1 block
CCn1c(-c2ccccc2Cl)nn(CC(=O)Nc2ccccc2OC)c1=S
  -4.3% | 7.6% | -6.7% | -4.7% | -4.6% | 3.8% | -8.9% | 5.5%
O=C(CNC(=O)c1ccccc1F)OC(C(=O)Nc1cc(C(F)(F)F)ccc1Cl)c1ccccc1 (stereo unspecified)
  -11.0% | 3.4% | -13.8% | -27.3% | / | 0.4% | -12.4% | -10.0%
CC1(C)Oc2cc(N)c([N+](=O)[O-])cc2O1
  -22.0% | -0.1% | -0.4% | 3.7% | -24.9% | -2.3% | -6.6% | 5.6%

The whole of this part, repeating the preview:
Values run as follows: Tau ThT inhib | GLA spleen mod | Tau FP inhib | Tau fluor counter | L3MBTL1 block | TexasRed fluor | TRb-SRC2 inh | ALDH1A1 block
CCn1c(-c2ccccc2Cl)nn(CC(=O)Nc2ccccc2OC)c1=S
  -4.3% | 7.6% | -6.7% | -4.7% | -4.6% | 3.8% | -8.9% | 5.5%
O=C(CNC(=O)c1ccccc1F)OC(C(=O)Nc1cc(C(F)(F)F)ccc1Cl)c1ccccc1 (stereo unspecified)
  -11.0% | 3.4% | -13.8% | -27.3% | / | 0.4% | -12.4% | -10.0%
CC1(C)Oc2cc(N)c([N+](=O)[O-])cc2O1
  -22.0% | -0.1% | -0.4% | 3.7% | -24.9% | -2.3% | -6.6% | 5.6%
CCCN1CCN(C(=O)Nc2ccc(C(=O)OCC)cc2)CC1
  -17.1% | 2.7% | 6.5% | -5.9% | / | -2.3% | -0.4% | -11.5%
CCOC(=O)c1sc(NC(=O)OC)c(C(=O)OC)c1C
  -5.1% | 8.6% | 0.7% | -4.0% | 14.2% | -0.4% | 3.4% | 1.7%
CC(=O)c1ccc(NC(=O)C2CCCNC2=O)cc1 (stereo unspecified)
  -2.5% | -11.7% | 0.7% | 5.3% | 3.7% | -1.6% | -2.2% | ?
COc1ccc(Br)cc1/C=N/NC(=O)c1ccco1
  -2.1% | 4.1% | -6.3% | -8.6% | / | -1.3% | 5.6% | 3.8%
CCCOc1ccc(CNC(=O)Cn2ncc3ccccc32)cc1
  -1.7% | 3.0% | 4.0% | -0.6% | 2.9% | 4.9% | 9.3% | /
COc1ccc(NC(=S)NCCCN2CCN(C3CCCCC3)CC2)cc1
  5.2% | -1.0% | -2.2% | -8.7% | 3.5% | -0.1% | -5.9% | -8.2%
O=C(Nc1ccccc1)/C(=C\c1ccc2c(c1)OCO2)NC(=O)c1ccco1
  ? | -12.6% | -7.1% | -10.9% | 1.5% | -1.0% | 4.4% | -4.8%
COCC(=O)n1nc(-c2ccccc2)nc1NCc1ccc(N(C)C)cc1
  ? | -3.0% | 6.4% | ? | -14.8% | 0.2% | -5.4% | -7.2%
N=c1ccn(Cc2ccc(Cl)cc2)cc1
  10.0% | -0.2% | -0.6% | 4.9% | 47.3%[activator] | 2.0% | -19.9% | 25.1µM*
O=S1(=O)CCN=C2SC3=C(CCCC3)N21
  12.3% | -14.6% | 4.9% | 9.0% | 0.0% | -3.5% | 1.8% | 10.6%
COc1ccc(-c2ccc(SC)nn2)cc1
  ? | 2.8% | 0.1% | -2.7% | -17.4% | -0.6% | -4.4% | 11.0%
CN1C2CCC1CC(NC(=O)CSc1ccc(Cl)cc1)C2 (stereo unspecified)
  -6.6% | 2.0% | 3.4% | -2.0% | -1.6% | -4.4% | -1.8% | -3.0%
O=C(CSc1nnc(-c2cccc(Cl)c2)o1)N1CCc2ccccc21
  -17.0% | / | ? | -10.8% | / | -1.9% | -5.8% | /
Cc1nn(Cc2cccc(C(=O)O)c2)c(C)c1[N+](=O)[O-]
  -0.1% | 9.2% | -5.8% | -0.7% | 3.5% | -3.6% | -5.1% | /
CCOC(=O)Cc1c(C)nc2c(-c3ccc(Cl)cc3)cnn2c1C
  ? | -1.3% | 6.1% | ? | 137.9%[activator] | -2.2% | -1.8% | -11.5%
N#CCSc1nc2c(cc1C#N)CCCC2
  -5.0% | 1.0% | 0.2% | -13.1% | 9.3% | -0.3% | 10.4% | -1.9%
O=C(NCc1ccco1)C1CCN(c2nc3ccccc3n2Cc2ccc(F)cc2)CC1
  -16.7% | 2.0% | 6.4% | -9.6% | / | -1.9% | -0.2% | 5.5%
Cc1cc(C)c(NC(=O)C2CCCN(S(=O)(=O)c3c(C)noc3C)C2)c(C)c1 (stereo unspecified)
  -11.8% | / | -6.7% | -19.6% | / | -0.2% | -12.2% | /
CCOc1ccc(N2CC(c3nc4ccccc4n3CCOc3ccccc3OC)CC2=O)cc1 (stereo unspecified)
  -14.9% | / | -0.7% | -14.9% | / | 2.4% | 0.9% | /
COc1cccc(C(=O)NCCN2C(=O)S/C(=C/c3cccs3)C2=O)c1OC
  ? | 0.3% | 1.8% | -11.5% | -18.2% | -4.1% | -4.1% | ?
O=C(COc1ccc2ccc(=O)oc2c1)Nc1ccc2c(c1)OCCO2
  ? | 8.4% | -3.5% | -6.5% | -1.8% | -2.2% | -1.0% | ?
Cc1nn(Cc2ccccc2)c(C)c1C(=O)Nc1ccc(N2CCOCC2)cc1
  -13.5% | 6.1% | -2.3% | -2.1% | -4.5% | -0.9% | -14.4% | 9.1%
CCN(CC)S(=O)(=O)c1ccc(Cc2ncc(C(F)(F)F)cc2Cl)s1
  -9.5% | -4.6% | 7.1% | -13.7% | / | 2.1% | 2.4% | ?
Cc1cccc(N2CCN(C(=O)c3ccc4nc(N5CCC(C)CC5)sc4c3)CC2)c1C
  ? | / | -3.1% | -13.5% | / | -3.9% | -0.8% | /
O=C1CNC(=S)N1CCOc1ccccc1
  -4.5% | -3.7% | 2.0% | -5.6% | -0.6% | 0.3% | 4.9% | -0.1%
O=[N+]([O-])c1cc(C(F)(F)F)cc([N+](=O)[O-])c1NCCNC(=S)Nc1cccc(F)c1
  ? | 7.4% | -7.3% | 8.91µM*[quencher] | ? | 3.0% | 6.4% | ?
O=C(NNS(=O)(=O)c1ccc(Cl)cc1)c1ccc(S(=O)(=O)N2CCCCC2)cc1
  -12.5% | 10.7% | 4.9% | -14.1% | 4.0% | -2.6% | 4.0% | ?
CC(C)Cc1nc2oc3c(NCC4CCCO4)ncnc3c2c2c1CCC2 (stereo unspecified)
  1.2% | 0.0% | 10.2% | -6.6% | 2.0% | -2.9% | -16.8% | ?
O=C(c1ccc2c(Cl)c3c(nc2c1)CCCC3)N1CCN(c2cccc(C(F)(F)F)c2)CC1
  ? | / | 10.8% | -17.9% | / | -26.5% | -2.7% | /
CC(C)(C)c1ccc(C(=O)Nc2ccc(S(N)(=O)=O)cc2)cc1
  0.4% | 4.2% | 2.8% | -9.4% | 4.0% | 2.8% | 5.1% | /
O=C(O)c1ccc(-n2cc(-c3cc4ccccc4oc3=O)[nH]c2=S)cc1
  ? | 3.1% | -4.2% | -13.3% | / | -0.1% | -5.4% | ?
CCN1CCN(C(=O)CN(C)S(=O)(=O)c2ccc(OC)cc2)CC1
  15.9% | 5.2% | -9.0% | 6.4% | -2.5% | 1.2% | -16.5% | -6.4%
CCCCN(C)C(=O)CCC(=O)Nc1ccc2nc(N3CCOCC3)cc(C)c2c1
  ? | ? | -7.0% | -23.4% | 7.8% | -5.0% | -8.5% | ?
O=C(NCc1ccccc1)Nc1cccn(Cc2c(F)cccc2Cl)c1=O
  -4.9% | -7.7% | -0.2% | -7.3% | -15.9% | -1.9% | 2.0% | ?
COc1ccc(N2CCN(CCC(N)=O)CC2)cc1
  -3.0% | -3.8% | 5.8% | -0.2% | / | -1.6% | -13.2% | 4.5%
CCOCCCn1c(C)nc2c[n+](CC(=O)c3ccc4ccccc4c3)cc(Br)c21
  -11.7% | 10.8% | 2.3% | -3.0% | -6.5% | -1.5% | -4.3% | /
CCOC(=O)/C=C/C(=O)OCC(=O)Nc1ccc(Cl)cc1Cl
  ? | 3.0% | 1.7% | 4.8% | 4.3% | -1.8% | 10.4% | 25.1µM*
COCCCN=C(c1ccco1)n1c(=S)nc(-c2ccco2)n(CCCOC)c1=S
  31.6µM* | 0.4% | ? | -23.6% | ? | -3.1% | -0.7% | 3.55µM*
CCc1ccccc1NC(=O)c1onc(C)c1Cl
  0.9% | -1.1% | -1.9% | -2.6% | 7.9% | -2.0% | -2.8% | 2.7%
CC(=O)Nc1ccc(-c2csc(NC(=O)CCCc3cccs3)n2)cc1
  ? | 2.8% | -12.0% | ? | -1.1% | -1.7% | 3.0% | ?
O=C(CSc1nc2ccccc2nc1Cc1ccccc1)NCc1ccccc1Cl
  -10.1% | / | ? | -13.4% | / | 1.4% | 5.6% | /
N#Cc1cc(-c2ccc(Cl)cc2)cnc1Sc1ccccc1
  -5.8% | 2.0% | -8.0% | -14.0% | 5.3% | -1.6% | 1.5% | ?
O=C(c1ccccc1)c1nc2ccccc2n(CCCn2c(=O)c(C(=O)c3ccccc3)nc3ccccc32)c1=O
  -6.6% | -11.6% | ? | -21.3% | -3.4% | 3.8% | 1.6% | 11.2µM*
CCC(=O)NNC(=O)CCC(=O)Nc1ccc(C)cc1C
  0.1% | 6.2% | -2.1% | -4.3% | 36.0%[activator] | -1.8% | -3.6% | 9.3%
CCCNC(=O)Cn1c(=O)/c(=C\c2ccc(-c3cccc([N+](=O)[O-])c3)o2)s/c1=C\C(=O)C(C)(C)C
  ? | -1.5% | 2.7% | -25.6% | -12.2% | -0.6%[53 µM] | -4.7%[53 µM] | ?
COc1ccc(C(=O)NC(C)c2cc(OC)c(OC)cc2Br)cc1 (stereo unspecified)
  1.4% | 7.9% | -7.2% | -1.1% | 1.6% | -2.7% | 1.2% | -3.5%
COc1ccc(N2CCN(C(=O)c3ccc4c(c3)OCO4)CC2)cc1
  0.2% | 2.7% | 6.8% | -1.1% | 1.6% | -2.1% | -22.3% | 9.3%
Cc1ccc(C(=O)O)cc1-c1ccc(/C=C2\SC(=O)N(CC(=O)Nc3ccccc3)C2=O)o1
  ? | -3.9% | 0.9% | 2.3% | ? | 1.0% | 0.8% | ?
Cc1oc2ccc(O)c(CN3CCCC3)c2c1C(=O)Nc1ccc(C(C)C)cc1
  -8.1% | / | 3.1% | -14.5% | / | 3.9% | -4.4% | /

Source: PubChem
